G9a block = blocks human histone lysine methyltransferase G9a; Potency, µM (doses to about 102 µM), for inactives: at the top dose activity, negative = inhibition, actives largely listed as inhibitors; G9a H3K9 monomethylation, AlphaScreen, 2 h; Q96KQ7; hit rate 8.8% among 350,000; also: % is scaled to controls: 0 for no effect and ±100 for the full control effect; nearly all actives have a fitted effect of over 75% in size
Target sequence (Q96KQ7 913-1193 limits assumed): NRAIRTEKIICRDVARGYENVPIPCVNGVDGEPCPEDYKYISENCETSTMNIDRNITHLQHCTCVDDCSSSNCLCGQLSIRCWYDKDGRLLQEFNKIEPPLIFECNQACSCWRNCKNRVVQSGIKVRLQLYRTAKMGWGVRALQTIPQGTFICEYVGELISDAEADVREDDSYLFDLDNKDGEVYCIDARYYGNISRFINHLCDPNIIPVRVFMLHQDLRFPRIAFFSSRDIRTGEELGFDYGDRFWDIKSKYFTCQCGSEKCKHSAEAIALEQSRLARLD
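Chemiluminescent proximity detection of H3K9 monomethylation, read after 10 min bead incubation in the dark. Reaction: 20 nM G9a, 500 nM biotin-H3K9 peptide, 20 uM SAM cofactor, 2 h, room temperature, following 15 min enzyme-compound preincubation.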
BLM helicase inh = blocks DNA unwinding by human BLM helicase. recombinant BLM DNA unwinding, fluorescence dequenching. Potency, µM (top dose mostly 56.1 µM), for the others: at the top dose activity change, negative = inhibition, most hits filed as inhibitors. hit rate 0.2% among 350,000;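 also: plate controls were vehicle for no effect and no enzyme for full effect; nearly all actives have a fitted effect of over 35% in size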
POLK inh = blocks human DNA polymerase kappa activity. purified Pol kappa, fluorescent DNA synthesis assay, 10 min. Potency, µM (top dose mostly 107 µM), inactives show at the highest dose activity, negative = inhibition, hits mostly inhibitors. hit rate 0.53% among 400,000. AID 588579; also: % is scaled to controls: 0 for no effect and ±100 for the full control effect
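Enzyme at 10 nM met test compounds for 15 min at room temperature. Substrate addition (50 nM final) began the reaction, which was monitored by fluorescence at 0 and 10 min.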
APEX1 inh = inhibitors of human APE1 endonuclease | P27695 | recombinant APE1, TAMRA/BHQ-2 abasic DNA cleavage fluorescence | Potency, µM (top dose mostly 65.8 µM), inactives show top-dose activity change, negative = inhibition, hits mostly inhibitors | hit rate 0.35% among 350,000 | AID 2517;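 also: plate controls were vehicle for no effect and reference inhibitor for full effect; nearly all actives have a fitted effect of over 55% in size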
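Activity was derived from the fluorescence gain between first and third kinetic reads (60 s intervals, ex 525/em 598 nm) after 50 nM THF-abasic TAMRA/BHQ-2 duplex was added to 0.75 nM APE1 preincubated 15 min with compound.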
Pol eta inh = inhibitors of human DNA polymerase eta. recombinant Pol eta, fluorescent DNA replication assay. Q9Y253. AID 588591. hit rate 1.2% among 390,000. Potency, µM (series often up to 114 µM), without a hit: at the top dose activity change, negative = inhibition, usual class: inhibitors; also: % is scaled to controls: 0 for no effect and ±100 for the full control effect
Target sequence (Q9Y253 whole entry, looked up): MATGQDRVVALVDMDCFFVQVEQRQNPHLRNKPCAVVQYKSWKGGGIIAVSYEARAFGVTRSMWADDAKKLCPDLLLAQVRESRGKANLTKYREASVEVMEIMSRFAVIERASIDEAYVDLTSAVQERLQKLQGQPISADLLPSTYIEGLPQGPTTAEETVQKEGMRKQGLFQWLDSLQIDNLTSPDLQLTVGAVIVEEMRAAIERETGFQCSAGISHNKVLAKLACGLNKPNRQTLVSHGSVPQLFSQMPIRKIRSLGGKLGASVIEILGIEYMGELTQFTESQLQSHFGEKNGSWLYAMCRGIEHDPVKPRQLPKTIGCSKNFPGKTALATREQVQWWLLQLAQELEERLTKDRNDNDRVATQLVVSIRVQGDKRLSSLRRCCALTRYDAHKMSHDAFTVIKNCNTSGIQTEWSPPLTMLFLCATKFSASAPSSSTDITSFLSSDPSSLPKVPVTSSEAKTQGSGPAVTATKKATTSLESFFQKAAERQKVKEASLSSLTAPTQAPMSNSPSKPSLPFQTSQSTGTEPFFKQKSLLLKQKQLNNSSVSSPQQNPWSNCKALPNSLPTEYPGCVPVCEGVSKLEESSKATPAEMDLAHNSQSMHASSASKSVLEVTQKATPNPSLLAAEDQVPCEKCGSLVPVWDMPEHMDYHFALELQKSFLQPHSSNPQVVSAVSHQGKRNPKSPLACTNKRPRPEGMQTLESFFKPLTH
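Pol eta at 10 nM preincubated with compounds 15 min at room temperature; reaction started with fluorescent substrate (50 nM final) and read kinetically at 0 and 10 min.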
JMJD2A Tudor = blocks the human JMJD2A Tudor domain | AlphaScreen JMJD2A-Tudor / H3K4me3 peptide binding | Potency, µM (top dose mostly 114 µM), for inactives: at the top dose activity change, negative = inhibition, hits mostly inhibitors | O75164 | AID 504339 | hit rate 4.4% among 390,000; also: % is scaled to controls: 0 for no effect and ±100 for the full control effect; nearly all actives have a fitted effect of over 50% in size
Pol beta inh = blocks human DNA polymerase beta activity | Pol beta primer extension/strand displacement, fluorescence kinetic | Potency, µM (titrated, usually from 114 µM), without a hit: at the highest dose activity change, negative = inhibition, most hits filed as inhibitors | P06746 | hit rate 1.3% among 340,000; also: % is scaled to controls: 0 for no effect and ±100 for the full control effect
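Values derive from four-parameter Hill fits of normalized kinetic data: reads at 0 and 10 min following addition of 50 nM substrate to 10 nM Pol beta preincubated 15 min with compound.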
POLI inh = blocks human DNA polymerase iota activity; Q9UNA4; Pol iota fluorescent replication assay, 10 min; Potency, µM (top dose mostly 115 µM), without a hit: top-dose activity, negative = inhibition, actives largely listed as inhibitors; hit rate 1% among 390,000
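Pol iota at 10 nM preincubated 15 min with compounds at room temperature; reaction started with fluorescent substrate, 50 nM final. Fluorescence read kinetically at 0 and 10 min; buffer-only wells as negative control.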
BAZ2B block = blocks human BAZ2B; AlphaScreen BAZ2B-H3K14Ac peptide displacement; Potency, µM (highest dose often 114 µM), for inactives: top-dose activity change, negative = inhibition, usual class: inhibitors; hit rate 4.4% among 360,000; AID 504333; also: % is scaled to controls: 0 for no effect and ±100 for the full control effect; nearly all actives have a fitted effect of over 60% in size
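AlphaScreen displacement: compounds (up to 110uM) incubated 30 min at room temperature with a preformed 50 nM BAZ2B/50 nM biotinylated H3K14Ac peptide complex in PBS pH 7.4 with Tween-20. Donor and acceptor beads at 10 ug/mL final added, 20 min light-protected before reading.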
An asterisk follows results filed as active; ? = inconclusive; . = no result given; & = joins results of further samples; [ ] = another dose, or the depositor's remark. Calls follow the shape of the dose curve; as a rule, active = well fitted curve in the direction sought with a large enough effect; inconclusive = small, poorly fitted or top-dose-only effect, or another doubt; inactive = no such curve, though single readings can be large; an effect the other way counts as inactive or inconclusive. Potency is read from the fitted curve at half-maximal effect. An excerpt, so the mix of outcomes need not match the whole.

#1 COc1ccc(C)cc1NC(=O)CN1CCN(S(=O)(=O)c2ccc(Br)cc2)CC1
#2 O=C(CN1C(=O)S/C(=C\c2ccc(-c3cc(C(=O)O)ccc3Cl)o2)C1=O)Nc1ccc2c(c1)OCO2
#3 O=C(COc1ccccc1-c1nnc(-c2ccccc2)o1)Nc1ccc(Br)cc1F
#4 CCn1c(SCC(=O)Nc2ccc3c(c2)OCCO3)nnc1-c1cccs1
#5 COc1cccc(-c2nc(CSCC(=O)NCCc3ccc(Cl)cc3)c(C)o2)c1
#6 CC(=O)NCCc1nc2cc(NC(=O)c3ccccc3C)ccc2n1C
Compound	1	2	3	4	5	6
BAZ2B block	-3.3%	8.91µM*	-6.1%	-14.8%	2.7%	?
POLK inh	-8.9%&-7.3%	.	1.8%	-4.0%	-18.2%	-17.3%
Pol beta inh	14.2%&0.5%	?	-7.8%	1.0%	-8.2%	-22.1%
JMJD2A Tudor	-5.3%&-17.2%	.	-2.3%	-6.0%	-21.2%	-10.0%
G9a block	6.9%&-7.5%[59 µM]	?	15.1%[59 µM]	3.7%	-2.9%[59 µM]	-15.0%
POLI inh	-6.5%&2.6%	.	11.5%	1.3%[58.9 µM]	-11.8%	52.4%[activator]
APEX1 inh	11.6%	6.7µM*	.	-6.4%	.	26.0%
Pol eta inh	-9.7%&-24.1%	.	-16.5%	-9.6%	-14.7%	-7.9%
BLM helicase inh	-7.2%&-5.0%	10µM*	-4.4%	-2.4%	-3.2%	-4.4%

#7 Cc1ccc(S(=O)(=O)N(CCC(=O)Nc2ccc(OC(F)(F)F)cc2)c2ccccc2)cc1
#8 CC(C)C(c1nnnn1CCc1ccccc1)N1CCSCC1 (stereo not given)
#9 COc1cc(C2C(C#N)=C(N)Oc3c2c(-c2ccccc2)nn3-c2ccccc2)cc(OC)c1OC (stereo not given)
#10 Cc1ccc(P(=O)(OCCN2CCOCC2)C(C)(C)C)o1 (stereo not given)
#11 c1ccc(-c2cc3ncc4c(n3n2)-c2ccccc2OC4)cc1
#12 CCOC(=O)c1[nH]c2ccccc2c1NC(=O)COC
Compound	7	8	9	10	11	12
BAZ2B block	5.1%	-17.0%	44.7µM*	5.6%	-1.0%	12.0%
POLK inh	-10.8%	-17.4%	-2.3%	-6.9%	-5.0%	-5.8%
Pol beta inh	9.3%	3.6%	-9.3%	34.2%	-27.1%	23.7%
JMJD2A Tudor	-19.2%	-8.2%	?	-0.6%	4.9%	-2.1%
G9a block	6.5%[59 µM]	9.3%	?	-5.8%	-1.3%[59 µM]	-16.4%
POLI inh	0.1%	7.1%	-5.8%	?	-8.9%	17.6%
APEX1 inh	-2.6%	9.0%	-2.8%	16.5%	.	-4.0%
Pol eta inh	-25.4%	?	-1.5%	-9.8%	-9.2%	-17.8%
BLM helicase inh	-8.5%	-9.2%	-4.5%	-3.4%	-8.8%	-1.3%

#13 COCCc1nn2c(=O)cc(COC(=O)c3cccs3)nc2s1
#14 Cc1ccccc1/C=C\c1nc2ccccc2c(=O)[nH]1
#15 CCOC(=O)C1=C(c2ccccc2)NC(=O)NC1c1cc(Cl)c(O)c(OC)c1 (stereo not given)
#16 CC(C)(C)N1CC23CCC(C[C@@H]2C1=O)O3 (stereo not given in full)
#17 O=C(Nc1ccc(Cl)cc1C(=O)Nc1ccccn1)c1ccco1
#18 O=C(CNC(=O)c1ccc(Br)o1)NC1CCCCCC1
Compound	13	14	15	16	17	18
BAZ2B block	-17.4%	-11.7%	-19.6%	-3.3%	8.8%	-1.6%
POLK inh	-25.1%	-3.8%	2.4%	16.6%	-2.6%	-2.8%
Pol beta inh	7.9%	25.1µM*	-1.4%	.	-21.6%	.
JMJD2A Tudor	-12.3%	?	-17.4%	-7.7%	-6.9%[11.4 µM]	11.2%
G9a block	-3.0%[59 µM]	.	-33.3%	4.0%[2.33 µM]	4.6%[59 µM]	4.5%[0.501 µM]
POLI inh	?	?	-3.9%	36.8%[activator]	?	-5.2%
APEX1 inh	.	0.5%	5.7%	55.8%[activator]	-5.8%	5.3%
Pol eta inh	-6.6%	?	-12.6%	-8.6%	-16.7%	-8.3%
BLM helicase inh	1.1%	?	-8.1%	.	-0.1%	.

#19 O=C(NCc1ccc2c(c1)OCO2)c1cccc([N+](=O)[O-])c1
#20 COc1ccc(-c2[nH]ncc2-c2nc(C)cs2)c(O)c1
#21 COc1ccc(F)cc1CN1CCN(CC(=O)Nc2ccccc2C(=O)NC2CC2)CC1
#22 CCOC(=O)C1(CCCc2ccccc2)CCN(C(=O)c2ccoc2)CC1
#23 O=C(NC(=S)Nc1ccccc1Cl)C1CC1
#24 CN(CCc1ccccc1)C(=O)c1cccc(NC(=O)Cc2cccc(NC(=O)C3CCCN(C(=O)C4CC4)C3)c2)c1 (stereo not given)
Compound	19	20	21	22	23	24
BAZ2B block	8.5%	?	-11.7%	-4.7%	-6.2%	.
POLK inh	-15.4%	-9.0%	-4.0%	1.6%	-12.2%	13.0%
Pol beta inh	-13.6%	16.7%	.	?	1.4%	.
JMJD2A Tudor	-10.7%	-28.1%	-14.5%	-1.4%	-4.8%	-18.5%
G9a block	-29.1%	?	9.5%[12.7 µM]	.	10.5%[12.7 µM]	.
POLI inh	-0.9%	20.1%	-22.4%	15.1%	14.6%	-1.7%
APEX1 inh	-5.9%	3.3%	50.2%[activator]	16.6%	6.6%	.
Pol eta inh	-9.3%	-0.7%	-5.0%	-13.5%	4.2%	-13.7%
BLM helicase inh	-1.6%	-4.5%	.	-9.3%	-9.4%	.

#25 Nc1cc(-c2ccccc2)nn1S(=O)(=O)c1ccc(F)cc1
#26 CCN(CC)CCCNc1oc(-c2ccc(OC)c(OC)c2)nc1C#N
#27 COc1ccc(-c2csc(NC(=O)CSC(C)C(=O)Nc3cc(C)on3)n2)cc1OC (stereo not given)
#28 Cc1ccc(-n2ncc3c2CC(C)(C)CC3NC(=O)CCn2cncn2)cc1 (stereo not given)
#29 CC(=O)N1CCN(C(=O)c2cc(S(=O)(=O)N(C)c3ccc(F)cc3)ccc2Cl)CC1
#30 Cc1ccccc1/C=N/NC(=O)Cn1nnc(N)n1
Compound	25	26	27	28	29	30
BAZ2B block	5.8%	?	3.3%	-1.7%	11.0%	3.0%
POLK inh	-6.0%	-19.0%	-13.6%	-1.5%	-14.7%	-10.2%
Pol beta inh	7.6%	?	.	-21.1%	.	-1.3%
JMJD2A Tudor	-6.2%	-23.2%	-22.5%	-9.0%	-5.5%	-15.3%
G9a block	-8.0%	23.6%[2.33 µM]	-9.6%[12.7 µM]	24.5%	5.5%	12.7%
POLI inh	12.0%	4.8%	-14.4%	16.8%	29.2%	115.6%[activator]
APEX1 inh	-2.4%	5.3%	25.9%	18.1%	-5.6%	3.8%
Pol eta inh	-25.6%	-10.8%	-10.3%	-5.3%	-27.1%	0.9%
BLM helicase inh	-4.3%	2.6%	.	2.0%	.	-12.4%

#31 COc1ccc(NC(=O)CSC2=Nc3ccccc3C3=NC(CCC(=O)NC4CCCCC4)C(=O)N23)cc1 (stereo not given)
#32 Cc1c(-c2cccs2)[n+](=O)c2c(n1[O-])CCC2
#33 Cc1ccc(CNC(=O)c2ccc(N3Cc4ccccc4Oc4ncccc43)s2)cc1
#34 CCn1cc2nc(SCc3cccc(C(F)(F)F)c3)n(Cc3ccc(C)cc3)c(=O)c2n1
#35 CCOc1ccc(CNCc2c(C(=O)O)c(C)n(Cc3c(F)cccc3Cl)c2C)cc1OC
#36 Cc1ccc(S(=O)(=O)N2CCN(CC(O)c3ccccc3)CC2)cc1C (stereo not given)
Compound	31	32	33	34	35	36
BAZ2B block	3.2%	5.7%	-1.6%	1.7%	-34.7%	-10.3%
POLK inh	-2.7%[60.1 µM]	-5.5%	-16.0%	-10.2%	-8.6%	-0.6%
Pol beta inh	0.9%	16.2%	16.3%	-9.7%	6.3%	3.1%
JMJD2A Tudor	-4.3%	-15.1%	-11.1%	-24.7%	?	-11.7%
G9a block	0.7%[59 µM]	-6.1%[12.7 µM]	10.6%[59 µM]	8.5%[59 µM]	-25.0%[59 µM]	5.7%
POLI inh	16.1%	17.7%	-3.5%	-3.1%	-12.9%	31.8%[activator]
APEX1 inh	.	-3.1%	.	.	.	0.5%
Pol eta inh	-24.0%	-0.2%	.	-14.6%	0.3%	-5.9%
BLM helicase inh	-5.3%	-3.4%	-11.9%	-14.3%	3.8%	-2.6%

#37 COc1cccc(-c2nn(-c3ccc(C)cc3)cc2C(=O)N(C)CC(=O)Nc2cccc(F)c2)c1
#38 O=C(NCc1ccccn1)c1cc2cc(Br)ccc2oc1=O
#39 Cc1cc(C)cc(-n2nnc(-c3nc(-c4ccccc4F)no3)c2C)c1
#40 CCOC(=O)c1ccc(NC(=O)C2=C(C)C(=O)OC23CCN(C(C)=O)CC3)cc1
Compound	37	38	39	40
BAZ2B block	-17.0%	9.0%	1.0%	0.3%
POLK inh	-8.9%	-7.3%	0.3%	-3.4%
Pol beta inh	.	-22.5%	-1.3%	45.3%
JMJD2A Tudor	-20.1%	-2.2%	1.0%	-13.2%
G9a block	8.5%[59 µM]	1.6%[12.7 µM]	-6.2%[59 µM]	6.5%[59 µM]
POLI inh	5.0%	-2.2%	6.7%	-0.9%
APEX1 inh	-6.2%	1.7%	.	.
Pol eta inh	-27.3%	-14.0%	4.1%	-6.0%
BLM helicase inh	.	-10.8%	-2.9%	-1.4%

Reprinted at random: five compounds from above, in no set order.
#35 CCOc1ccc(CNCc2c(C(=O)O)c(C)n(Cc3c(F)cccc3Cl)c2C)cc1OC
#30 Cc1ccccc1/C=N/NC(=O)Cn1nnc(N)n1
#26 CCN(CC)CCCNc1oc(-c2ccc(OC)c(OC)c2)nc1C#N
#34 CCn1cc2nc(SCc3cccc(C(F)(F)F)c3)n(Cc3ccc(C)cc3)c(=O)c2n1
#22 CCOC(=O)C1(CCCc2ccccc2)CCN(C(=O)c2ccoc2)CC1
Compound	35	30	26	34	22
BAZ2B block	-34.7%	3.0%	?	1.7%	-4.7%
POLK inh	-8.6%	-10.2%	-19.0%	-10.2%	1.6%
Pol beta inh	6.3%	-1.3%	?	-9.7%	?
JMJD2A Tudor	?	-15.3%	-23.2%	-24.7%	-1.4%
G9a block	-25.0%[59 µM]	12.7%	23.6%[2.33 µM]	8.5%[59 µM]	.
POLI inh	-12.9%	115.6%[activator]	4.8%	-3.1%	15.1%
APEX1 inh	.	3.8%	5.3%	.	16.6%
Pol eta inh	0.3%	0.9%	-10.8%	-14.6%	-13.5%
BLM helicase inh	3.8%	-12.4%	2.6%	-14.3%	-9.3%

Screening results from PubChem BioAssay.
